Source: PubChem (several laboratories)
LYP inhibition = PTPN22 lymphoid phosphatase activity blockers – biochemical, fluorescence intensity, uHTS (AID 1779). hit rate 0.054% among 290,000. one-dose inhibition, % at 11.5 µM; IC50 in µM for titrated hits. recombinant LYP phosphatase, fluorescence intensity; higher % means a stronger effect;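 further: plate controls were vehicle with enzyme for no effect and no enzyme for full effect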
SIAH1 antagonists = Siah-1 peptide-binding antagonists, primary screen, biochemical, fluorescence polarization, rhodamine-plectin, uHTS (AID 1817); displacement, % at 20 µM; hits with a dose series show IC50 in µM; Siah-1 / rhodamine-plectin peptide fluorescence polarization; higher % means a stronger effect; hit rate 0.02% among 290,000;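 active means displacement of at least 50% at 20 µM, with a fluorescence ratio check between 0.3 and a set limit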;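 further: plate controls were Siah plus tracer with DMSO for no effect and tracer alone without Siah for full effect; strong numbers were not always called active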
ER stress rescue = rescue of cells from ER stress-induced death, primary screen, 384-well, CSM14.1, thapsigargin, ATP luminescence (AID 1222) | 190,000 tested, under 10 active | cellular ATP content (survival), % at 20 µM, or EC50 in µM where a hit was titrated | CSM14.1 thapsigargin-induced death rescue, ATP luminescence; higher % means a stronger effect;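 active means EC50 below 50 µM in the dose-response confirmation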;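 further: death triggered by thapsigargin at about 15 µM added after 2 h compound pretreatment; cell ATP read after overnight thapsigargin exposure of roughly 18 to 22 hours; normalized against plate controls of thapsigargin alone and 5% DMSO vehicle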
NOD2 inhibition = inhibition of NOD2-driven NF-kB reporter – cell-based, luminescence, uHTS, HEK293 (AID 1566); HEK293 NOD2/NF-kB luciferase reporter, luminescence; higher % means a stronger effect; one-dose inhibition, % at 4 µM; EC50 in µM for titrated hits; hit rate 0.63% among 290,000; further: many of its hits are not listed in these tables
AID2073 = inhibitors of Mint1-CaV2.2 protein interaction, biochemical, HTRF (AID 2073); inhibition, % at 20 µM; hits with a dose series show IC50 in µM; HTRF protein-protein interaction, Mint1-CaV2.2; higher % means a stronger effect; hit rate 0.19% among 290,000; in the data active means inhibition mostly above about 51%, no sharp cut-off; inconclusive means no clear call, values can overlap the other calls; inactive means mostly below about 53%; further: some results filed as inactive read as strong as hits
Hep lipid drop = hepatic lipid droplet formation modulation; AML12 mouse hepatocytes, oleate lipid droplets, BODIPY imaging; inhibition, % at 6.5 µM; hit rate 0.4% among 240,000;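 active means lipid droplet intensity inhibited by at least 50%, with more than 500 cells counted; inconclusive means wells with under 300 cells, treated as cytotoxic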
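Assay system: AML12 mouse liver cells | Compound dosing: One dose, 6.5 µM compound | Read-out basis: Droplet intensity reduction, % inhibition | Measured by: Fluorescence imaging, 20x objective, two fields per well | Schedule: Overnight treatment with compound plus oleate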
XIAP displacement = small molecules displacing peptide from XIAP – biochemical, IAP family, fluorescence polarization (AID 1018); XIAP BIR domain, fluorescence polarization peptide displacement; higher % means a stronger effect; hit rate 0.007% among 200,000; one-dose displacement, % at 20 µM; IC50 in µM for titrated hits; in the data active means displacement above about 50%; further: a part of the inactive calls stands beside numbers as strong as those of hits
M17LAP inhibition = P. falciparum M17LAP inhibitors, primary screen, biochemical, fluorogenic H-Leu-NHMec substrate, 1536-well (AID 1619); recombinant M17LAP, H-Leu-NHMec fluorogenic kinetic assay; higher % means a stronger effect; one-dose inhibition, % at 30 µM; IC50 in µM for titrated hits; hit rate 0.38% among 220,000;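 active means compound inhibiting the enzyme by more than half at any dose during confirmatory dose-response retesting; inconclusive means strong single-dose inhibitors picked by rank but not retested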;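 further: plate controls were full reaction with DMSO carrier for no effect and no enzyme background for full effect; strong numbers were not always called active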
P. falciparum M1AAP = malaria alanyl aminopeptidase activity blockers – biochemical, fluorogenic H-Leu-NHMec substrate, 1536-well (AID 1445) | inhibition, % at 30 µM, or IC50 in µM where a hit was titrated | recombinant M1AAP, H-Leu-NHMec fluorogenic kinetic assay; higher % means a stronger effect | hit rate 0.42% among 220,000;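 active means primary inhibition above the hit cutoff, then over 50% inhibition at one or more dose response concentrations, cut at about 23% in these data, passing the limit was not always enough; inconclusive means conflicting primary data, or primary hits not chosen for dose response; inactive means low primary inhibition, or under 50% at every dose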;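 further: plate controls were DMSO full reaction for no effect and no enzyme background for full effect; strong numbers were not always called active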
Hep lipid drop cells 6.5 µM = further read-out of Hep lipid drop, marked with its call; cell count; measured here: cell count, cytotoxicity flag;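 cells counted across two imaged fields per well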
Active calls of the source: *; ? = inconclusive; / = no result given. Unless noted, no stated cut-off is given here; in the data, active means inhibition above about 50%; inactive means the rest.

| molecule | LYP inhibition | SIAH1 antagonists | ER stress rescue | NOD2 inhibition | AID2073 | Hep lipid drop | Hep lipid drop cells 6.5 µM | XIAP displacement | M17LAP inhibition | P. falciparum M1AAP |
| --- | --- | --- | --- | --- | --- | --- | --- | --- | --- | --- |
| COC(=O)c1oc(-c2ccccc2)nc1C | -3% | 9% | -3.2% | 20% | -8% | -14 | 666 | -5.9% | -2% | 0% |
| Cn1c(CSc2nc3ccccc3s2)nc2ccccc21 | -1% | -1% | -4.1% | -70% | -1% | 0 | 702 | 0.0% | -3% | 3% |
| Cc1csc2ncc(C(=O)NCc3ccccn3)c(=O)n12 | 0% | 27% | -1.7% | 15% | 10% | 15 | 741 | -2.3% | -87% | 23% |
| Cn1nc([N+](=O)[O-])c2c(-c3nc4ccccc4s3)c(N)n(C3CCCCC3)c2c1=O | -9% | 3% | 1.1% | 15% | -2% | 40 | 829 | -7.4% | -3% | 2% |
| CC(C)C(=O)Nc1ccc(C(=O)NN2C(=O)c3ccccc3C2=O)cc1 | 1% | 19% | -0.7% | 7% | -1% | 15 | 646 | -3.0% | 2% | 7% |
| CCOC(=O)C1CCCN(C(=O)CCNC(=O)Cn2ccc3ccccc3c2=O)C1 (stereo unspecified) | -1% | -4% | / | -9% | 9% | -6 | 764 | / | / | / |
| Cc1ccccc1C(=O)NCC(=O)O | 1% | 6% | 0.0% | 5% | 7% | 4 | 683 | 4.5% | 2% | -5% |
| CCOC(=O)c1c(NC(=O)Nc2ccc(F)cc2)sc2c1CCN(C)C2 | -5% | 4% | / | -9% | -2% | -4 | 686 | / | 5% | 0% |
| CCCC(=O)Nc1ccccc1N1CCN(C(=O)c2ccccc2)CC1 | -3% | 5% | 0.5% | 13% | -5% | / | / | -2.7% | 0% | -8% |
| COC(=O)c1ccc2c(c1)SC1=C(CCCC1=O)N2 | 1% | 23% | -0.4% | -5% | 0% | 10 | 719 | 40% | 10% | 10% |
| Cc1ccc(NC(=S)NCc2ccc3[nH]c4c(c3c2)CCCC4)cc1 | 0% | -5% | -3.3% | -46% | -8% | 4 | 788 | -8.3% | -71% | 2% |
| CCSCCOC(=O)C1=C(C)N(C)C(=O)NC1c1cc(OC)ccc1OC (stereo unspecified) | 1% | 2% | 3.7% | -5% | 0% | / | / | -2.1% | 6% | 1% |
| COC(=O)C(CCSC)NS(=O)(=O)c1ccc(Cl)cc1 (stereo unspecified) | -12% | 3% | -0.7% | 17% | -1% | -7 | 707 | -6.2% | -1% | 0% |
| O=C(Nc1ccccc1F)c1cc(C(=O)Nc2ccccc2F)cc([N+](=O)[O-])c1 | -5% | 3% | / | -8% | 18% | -1 | 828 | / | / | / |
| CCOC(=O)Cc1ncccc1C(=O)Nc1ccc(Oc2ccccc2)cc1 | 2% | -6% | -2.1% | -5% | 8% | 5 | 700 | -3.0% | 7% | 1% |
| O=C(N/N=C\c1ccco1)c1cncc(Br)c1 | 6% | -6% | -2.5% | 10% | -9% | -2 | 724 | -10% | 36% | 8% |
| O=[N+]([O-])c1ccc(S(=O)(=O)Nc2ccncc2)cc1 | -7% | 2% | / | 11% | 17% | 7 | 869 | / | / | / |
| CC1(C)CC(=O)C2=C(C1)NC(SCC(N)=O)=C(C#N)C21CCCCC1 | -5% | -3% | 2.1% | 6% | -14% | / | / | -3.4% | -2% | 0% |
| CCC(C)NC(=O)[C@@H]1CCCN1C(=O)C1CCN(S(=O)(=O)c2ccc(C)cc2)CC1 (stereo partly specified) | -7% | -1% | / | 9% | 9% | 4 | 659 | / | / | / |
| CCCn1c(=O)c2ccccc2n2c(SCCOc3ccccc3F)nnc12 | -4% | 14% | / | 0% | -4% | -9 | 633 | -1.8% | -3% | 7% |
| O=C(N/N=C/c1cccs1)c1ccc(-n2cccc2)cc1 | 4% | 4% | -0.9% | -8% | 40% | -2 | 679 | -4.6% | 7% | 0% |
| Cc1ccc(NS(=O)(=O)c2cc3c4c(c2)CC(=O)N4CCC3)cc1C | -8% | 2% | / | 28% | 7% | -2 | 712 | / | / | / |
| O=C1CCc2cc(S(=O)(=O)N3CCN(c4cccc(Cl)c4)CC3)ccc2N1 | -6% | -1% | 0.7% | 18% | 16% | / | / | -6.9% | -10% | -4% |
| CC(=O)Nc1ccc(NS(=O)(=O)c2cccc3ccccc23)cc1 | -3% | -4% | -1.9% | 13% | 6% | -7 | 843 | -6.7% | -1% | 2% |
| CC(C)CNS(=O)(=O)c1ccc(CCC(=O)N2CCOCC2)cc1 | -10% | 4% | -1.6% | 25% | -3% | -7 | 697 | -4.4% | -1% | 3% |

Going on with the list:
Values run as follows: LYP inhibition, SIAH1 antagonists, ER stress rescue, NOD2 inhibition, AID2073, Hep lipid drop, Hep lipid drop cells 6.5 µM, XIAP displacement, M17LAP inhibition, P. falciparum M1AAP
O=C(COC(=O)c1ccc(S(=O)(=O)N2CCCC2)cc1)NCc1cccs1
  -2%, 2%, -1.8%, 7%, -8%, 2, 725, -7.1%, -7%, -8%
CCOC(=O)c1nn(-c2ccccc2)c2nnc(Cc3ccc(Cl)cc3)c(=O)n12
  -3%, -1%, -1.4%, 0%, ?, 25, 705, -2.2%, 8%, -3%
CCC(=O)N1CCc2cc(S(=O)(=O)CCC(=O)Nc3ccc(OC)c(OC)c3)ccc21
  -8%, 2%, -0.2%, 2%, 5%, -2, 708, -9.7%, -12%, -15%
CN1C(C(=O)NCc2cccc(C(F)(F)F)c2)CC2Cn3c(nc4cc5ccccc5cc43)C21 (stereo unspecified)
  1%, -2%, /, 14%, 7%, 5, 690, /, 6%, 12%
COc1ccc(C)cc1S(=O)(=O)N(CC(=O)Nc1cccc([N+](=O)[O-])c1)c1ccccc1
  11%, 6%, -2.6%, -25%, 8%, -8, 589, -36%, 7%, 4%
COc1ccc(CC(=O)Nc2cc3oc4ccccc4c3cc2OC)cc1
  1%, -1%, -2.0%, -46%, 4%, 17, 679, -5.3%, 4%, 2%
COc1cc(CNCCNCC(C)O)ccc1OCc1ccc(Cl)nc1 (stereo unspecified)
  -1%, 4%, 0.0%, 8%, 13%, -2, 688, -3.3%, 13%, -8%
N=C1C(c2nc3ccccc3s2)=C(O)CN1NC(=O)c1ccco1
  -3%, -4%, /, 10%, -4%, -1, 740, /, 5%, 7%
Cc1cc(/C=C2\NC(=O)NC2=O)c(C)n1-c1cccnc1
  -2%, 8%, /, -7%, -2%, 18, 637, /, 10%, 7%
CN1CCC(NC(=O)NC2CCCCC2)CC1
  -4%, 7%, /, 10%, 2%, 9, 705, /, 0%, 6%
COC(=O)c1sccc1NC(=S)N1CC(C)CC(C)C1 (stereo unspecified)
  -6%, -8%, -0.9%, 11%, -21%, 4, 833, -3.9%, 18%, -10%
COC(=O)c1cc(=O)n2c(-c3ccccc3)csc2n1
  -13%, 2%, -0.5%, 10%, 6%, /, /, -3.8%, 14%, 2%
CC(=O)N(\C=C/C=C/C=C1\Sc2ccccc2C1=O)c1ccccc1
  11%, -36%, -1.2%, -15%, 76%, 6, 679, -17%, 19%, 17%
Cn1c(=O)c(=O)n(C)c2cc(S(=O)(=O)CCC(=O)NCc3ccccc3)ccc21
  -1%, 6%, /, 16%, 17%, -1, 690, /, /, /
Cc1ccc(-c2nn(CC(=O)O)c(=O)c3ccccc23)cc1
  1%, 18%, -2.1%, -4%, 1%, 0, 767, -2.6%, 13%, -1%
Cc1ccc(NC(=O)CC2=NC(=O)C(CC(=O)Nc3ccccc3C)S2)cc1 (stereo unspecified)
  -4%, -3%, 0.4%, -29%, 32%, 11, 688, -6.5%, 15%, 3%
Cc1ccccc1-n1c(=O)c2ccccc2n2nnnc12
  -12%, 0%, 1.1%, 2%, 12%, /, /, -5.4%, 8%, 2%
Cc1nc(NC(=O)c2cncc(Br)c2)ccc1Br
  -13%, -4%, /, -28%, 19%, 14, 813, /, /, /
CC(C)c1ccc(OC(=O)NCCO)cc1
  -2%, -2%, -4.9%, 2%, 10%, 5, 763, -2.8%, 4%, 5%
COc1ccc(-n2nc(C(=O)NCC(=O)N(C)Cc3ccccc3)c3ccccc3c2=O)cc1OC
  -5%, 5%, /, -11%, 7%, 0, 807, /, /, /
COc1cccc(-n2nnnc2SCC(=O)Nc2ccc3c(c2)OCCO3)c1
  -12%, 4%, -0.4%, 11%, 0%, -3, 820, -7.3%, -6%, -6%
Cc1[nH]c2ccccc2c1C(=O)COC(=O)c1cccc(S(=O)(=O)N2CCCCC2)c1
  4%, 3%, 7.3%, 10%, 17%, -12, 704, -2.2%, -17%, -3%
CCn1cc(CNC(=O)c2ccc3nc(Cc4ccccc4F)oc3c2)cn1
  -10%, 3%, /, 25%, 4%, 15, 752, /, /, /
Cn1nnnc1SCC(=O)NC(C)(C)C
  -7%, 0%, -2.4%, -1%, 0%, /, /, -0.8%, 4%, -3%
O=C1c2ccccc2C(=O)c2c1cccc2N1CCOCC1
  1%, -1%, -2.5%, -11%, -3%, /, /, -1.2%, 9%, 11%
Cc1ccc2c(C)c(C(=O)N3CCCCC3CO)oc2c1C (stereo unspecified)
  -13%, -3%, /, -3%, -3%, -8, 785, /, /, /
CCOCCCN1C(=O)CN(C2CCCCCC2)C(=O)C1c1ccc(OC)cc1 (stereo unspecified)
  -8%, 1%, 1.3%, -12%, 0%, /, /, -4.4%, 3%, -1%
Cc1cc(C(=O)CSc2nnc(-c3ccccc3F)o2)c(C)n1Cc1cccs1
  -6%, -4%, 1.2%, 47%, -2%, /, /, 2.2%, 8%, 10%

5 records drawn at random from those above:
Values run as follows: LYP inhibition, SIAH1 antagonists, ER stress rescue, NOD2 inhibition, AID2073, Hep lipid drop, Hep lipid drop cells 6.5 µM, XIAP displacement, M17LAP inhibition, P. falciparum M1AAP
CCOCCCN1C(=O)CN(C2CCCCCC2)C(=O)C1c1ccc(OC)cc1 (stereo unspecified)
  -8%, 1%, 1.3%, -12%, 0%, /, /, -4.4%, 3%, -1%
CC(C)c1ccc(OC(=O)NCCO)cc1
  -2%, -2%, -4.9%, 2%, 10%, 5, 763, -2.8%, 4%, 5%
CCn1cc(CNC(=O)c2ccc3nc(Cc4ccccc4F)oc3c2)cn1
  -10%, 3%, /, 25%, 4%, 15, 752, /, /, /
COc1cccc(-n2nnnc2SCC(=O)Nc2ccc3c(c2)OCCO3)c1
  -12%, 4%, -0.4%, 11%, 0%, -3, 820, -7.3%, -6%, -6%
Cc1ccccc1-n1c(=O)c2ccccc2n2nnnc12
  -12%, 0%, 1.1%, 2%, 12%, /, /, -5.4%, 8%, 2%

Some of the compounds tested; count on the stated rates, not on these rows.
